Screening data as filed in PubChem.
PTAP TSG101 blk – blocks PTAP/TSG101 interaction to inhibit HIV-1 budding; Q99816; Fluorescence polarization, FITC-PTAP peptide / Tsg101 binding; Potency, µM (titrated, usually from 115 µM), inactives show at the top dose activity change, negative = inhibition, hits mostly inhibitors; 340,000 tested, under 10 active; active means well fitted inhibition curve with a large enough effect in the main read-out, with a control signal flat, not every such curve was filed as active; inconclusive means small, poorly fitted or top-dose-only effect, or effect the other way, or a change in a side signal; inactive means no such curve, though single readings can be large or run the other way; further: potency means the concentration at half of the fitted maximal effect; % of control where 0% means no effect
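Fluorescence anisotropy tracks displacement of a FITC-tagged PTAP peptide (50 nM) from the Tsg101 binding domain (10 uM), following a 20 min room-temperature incubation at pH 7.5.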
Integrin act MD – activates integrin-mediated alleviation for muscular dystrophy; AID 624291; alpha7betagal myoblasts, beta-gal FDG fluorescence, 48 h; Potency, µM (highest dose often 38.3 µM), for inactives: at the highest dose activation, actives largely listed as activators; hit rate 0.064% among 350,000;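 further: potency means the concentration at half of the fitted maximal effect; 100% = response of the positive control SU9516; nearly all actives have a fitted effect of over 60% in size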
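Alpha7betagal+/- myoblasts (passage 13) were plated 16-24 hr, then exposed to compounds (1:260 dilution of DMSO stock) for 48 hours at 37C. After MPER lysis, β-galactosidase reporter activity was read as FDG fluorescence (ex 480/em 540) after 30 minutes.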
BRCA1 expr act – BRCA1 expression activation. MCF7-BRCA1-FFLuc reporter, luminescence, 48 h; response scale: scaled: vehicle 0%, 10 µM genistein 100%. Potency, µM (series often up to 46.1 µM), for the others: at the highest dose activation, hits mostly activators. hit rate 1.1% among 380,000. AID 624202; further: potency means the concentration at half of the fitted maximal effect; nearly all actives have a fitted effect of over 80% in size; some results filed as inactive show a strong effect at the top dose
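First, MCF7-BRCA1-FFLuc cells (2000/well) attach for 2 h; next, compounds are pin-added and incubated 48 h at 37 °C; finally, luciferase reagent is added and luminescence read after 15 min.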
B2AR arrestin – recruits beta-arrestin to the human beta2-adrenergic receptor. Potency, µM (titrated, usually from 46.1 µM), without a hit: at the highest dose activation, usual class: activators. hit rate 0.02% among 330,000. AID 492947. P07550. beta-arrestin recruitment to beta2AR, cell-based reporter;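 further: potency means the concentration at half of the fitted maximal effect; 0% = DMSO controls and full agonism = EC100 isoproterenol or metaproterenol; nearly all actives have a fitted effect of over 65% in size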
CXXC DNA block – blocks binding of human MLL CXXC domain to DNA | Q03164 | AID 2662 | hit rate 0.037% among 290,000 | Potency, µM (top dose mostly 115 µM), inactives show at the top dose activity change, negative = inhibition, actives largely listed as inhibitors | MLL-CXXC / FITC-HOXA9 DNA fluorescence polarization; active means well fitted inhibition curve with a large enough effect in the polarisation, with a control signal flat, not every such curve was filed as active; inconclusive means small, poorly fitted or top-dose-only effect, or effect the other way, or a change in a side signal; inactive means no such curve, though single readings can be large or run the other way; the % refers to the polarisation; further: potency means the concentration at half of the fitted maximal effect
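Purified MLL-CXXC (added from a 7 uM solution) was preincubated 5 min at ambient with pinned compounds in 50 mM Tris-HCl pH 7.5, 50 mM NaCl, 1 mM DTT, 0.05% BSA. Fluorescein-labeled HOX-A9 DNA (50 nM solution) followed, 30 min, then polarization read.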
TRPV1 ag – activates the human vanilloid receptor TRPV1. activation, % at 8.33 µM. TRPV1-expressing cells, Fluo-8 calcium influx, agonist mode. AID 540275. hit rate 0.19% among 320,000. Q8NER1; in the data active means activation above about 80%; inconclusive means between about 30% and that limit; further: 0% is about no effect
Target sequence (Q8NER1 whole entry, looked up): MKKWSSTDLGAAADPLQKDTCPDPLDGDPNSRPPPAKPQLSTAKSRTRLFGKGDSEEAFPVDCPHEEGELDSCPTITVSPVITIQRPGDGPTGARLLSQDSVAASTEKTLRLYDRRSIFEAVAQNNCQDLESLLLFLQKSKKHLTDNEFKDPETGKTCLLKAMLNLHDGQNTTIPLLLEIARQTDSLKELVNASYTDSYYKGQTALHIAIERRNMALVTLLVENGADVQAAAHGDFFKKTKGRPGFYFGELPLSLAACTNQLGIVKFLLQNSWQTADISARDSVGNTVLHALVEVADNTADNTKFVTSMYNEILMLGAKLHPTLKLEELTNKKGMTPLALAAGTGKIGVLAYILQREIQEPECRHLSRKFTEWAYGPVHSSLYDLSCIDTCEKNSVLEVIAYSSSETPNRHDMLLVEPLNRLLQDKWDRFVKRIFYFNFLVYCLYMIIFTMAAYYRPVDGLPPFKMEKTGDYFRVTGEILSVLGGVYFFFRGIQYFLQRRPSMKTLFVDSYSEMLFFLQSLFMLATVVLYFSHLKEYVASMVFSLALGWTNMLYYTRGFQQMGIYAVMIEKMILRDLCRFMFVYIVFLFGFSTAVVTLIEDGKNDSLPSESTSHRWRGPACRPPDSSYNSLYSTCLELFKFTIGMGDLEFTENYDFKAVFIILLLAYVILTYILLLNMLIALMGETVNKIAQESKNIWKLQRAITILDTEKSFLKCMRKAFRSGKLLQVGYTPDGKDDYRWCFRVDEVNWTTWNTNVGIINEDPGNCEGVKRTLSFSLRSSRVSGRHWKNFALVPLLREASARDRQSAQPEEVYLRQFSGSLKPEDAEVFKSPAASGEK
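TRPV1-expressing cells were cultured overnight at 35.5C and loaded with Fluo-8 calcium dye for 40 to 90 min at room temperature. After a 10 s baseline, compound was added and calcium influx was read kinetically for 3 min (ex 480/em 520 nm).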
p53 reactivator – restores transcriptional activity of mutant p53 | H1299 p53-A138V BP100-luciferase reporter, luminescence, 24 h | Potency, µM (highest dose often 92.2 µM), inactives show at the highest dose activity change, positive = activation, most hits filed as activators | hit rate 0.063% among 320,000 | AID 504706; further: potency means the concentration at half of the fitted maximal effect; % of control where 0% means no effect; nearly all actives have a fitted effect of over 45% in size
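H1299 (p53-null), stable ts p53-A138V + BP100-Luc; 1000 cells/well, Opti-MEM/10% FBS; cpd 4 pt, 1:5; 24 h, 37 deg C, 5% CO2; detection reagent 10 min RT; luminescence.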
ELG1 repair inh – blocks ELG1-dependent DNA repair in HEK293T cells | HEK293T ELG1-luciferase reporter, luminescence, 16 h; DNA damage induced by 5-fluorouridine | Potency, µM (titrated, usually from 46.1 µM), without a hit: top-dose activity change, negative = inhibition, actives largely listed as inhibitors | hit rate 2.3% among 330,000 | AID 504467; further: potency means the concentration at half of the fitted maximal effect; on the % scale 0 is the no-effect control and ±100 the full control effect; nearly all actives have a fitted effect of over 55% in size
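Quantitative HTS, concentration-response format. 2,000 cells/well co-treated with 5-fluorouridine and compound, 16 hr in 5% CO2 at 37 °C; ONE-Glo luminescence read after 30 min.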
TCR act – T cell receptor activation. Potency, µM (titrated, usually from 9.22 µM), inactives show at the highest dose activation of IL-2 secretion, usual class: activators. 330,000 tested, under 10 active. primary human leukocytes, anti-CD3, IL-2 HTRF, 48 h; further: % of control where 0% means no effect
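48 hr co-incubation of compounds, a-CD3 beads and primary human leukocytes; IL-2 quantified homogeneously by HTRF with anti-IL-2 K and d2 conjugates.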
AT treatment – candidate therapy for ataxia-telangiectasia. Potency, µM (titrated, usually from 57.5 µM), for the others: at the highest dose activation, hits mostly activators. […] A-T fibroblasts, KAP-1 phosphorylation AlphaLISA; neocarzinostatin DNA damage 30 min before lysis. hit rate 0.19% among 320,000; further: potency means the concentration at half of the fitted maximal effect; % of control where 0% means no effect; nearly all actives have a fitted effect of over 45% in size
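hTERT-immortalized A-T patient fibroblasts ([…]), 500 cells/well in OPTI-MEM, 1% FBS, got compounds for 60 min, then NCS for 30 min at 37C. Lysates were then assayed for phospho-KAP-1 by AlphaLISA (anti-pKAP1 donor, anti-KAP1 acceptor beads), 6 hr at 25C.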
* marks the source's active call; other numbers are inactive results; ? = inconclusive; nt = no result given; & = joins results of further samples; [ ] = remark or other dose. Unless noted, the call rests on the fitted dose curve; in most records, active means well fitted curve in the direction sought with a large enough effect; inconclusive means small, poorly fitted or top-dose-only effect, or another doubt; inactive means no such curve, though single readings can be large; an effect the other way counts as inactive or inconclusive.

Structure | PTAP TSG101 blk | Integrin act MD | BRCA1 expr act | B2AR arrestin | CXXC DNA block | TRPV1 ag | p53 reactivator | ELG1 repair inh | TCR act | AT treatment
Cc1ccc(/C=N\NC(=O)CC(=O)NCCc2ccccc2)cc1 | -1% | -15% | -11% | -0.5% | 19% | -1 | nt | 0% | -5% | -6%
O=C(CSC1=NCCS1)N1CCN(c2ccccc2)CC1 | 0% | -28% | 5% | -0.4% | -8% | 4 | 35µM* | ? | -4% | 7%
COC(=O)c1ccc(NC(=O)CCOc2ccccc2)cc1 | -6% | -5% | 2% | 0.3% | 6% | -1 | 3% | 17% | 3% | -2%
CCc1nnc(NC(=O)c2ccc(S(=O)(=O)NC3CCCCC3)cc2)s1 | 2% | ? | -8% | -0.3% | -2% | 1 | 20% | -1% | 3% | -10%
CC(=O)c1ccc(-n2nncc2-c2ccc([N+](=O)[O-])cc2)cc1 | -3% | -21% | -2% | -0.5% | 6% | 12 | 2% | -3% | 3% | 3%
O=C(c1ccc(F)cc1)N1CCOCC1 | -1% | 14% | -6% | -0.4% | 8% | -2 | -1% | ? | -3% | -1%
O=C(C(Sc1ccccc1)c1ccccc1)N1CCN(c2ccccc2F)CC1 (centres undefined) | -2% | -20% | 0% | -0.8% | -2% | ? | 5% | -2% | 0% | 3%
CCC(Oc1ccccc1)C(=O)Nc1ccc(S(=O)(=O)Nc2ncccn2)cc1 (centres undefined) | -4% | -5% | 0% | 0.2% | -4% | -2 | -2% | ? | 2% | 0%
Cc1nn(Cc2c(F)c(F)c(F)c(F)c2F)c(C)c1NC(=O)c1cccc(COc2ccc(Cl)cc2)c1 | 0% | 19% | 47% | 0.1% | 16% | -1 | 9% | ? | -5% | 7%
O=C(NNC(=O)c1cc2ccccc2cc1O)c1cccs1 | -2% | -7% | 14% | 0.5% | ? | 7 | ? | ? | -107% | -5%
CCCCCOCC1CC(C/C(C)=N/NC(N)=O)(C(=O)OCC)C(=O)O1 (centres undefined) | -5% | -8% | 0% | 0.3% | 2% | 1 | -4% | 12% | -1% | 4%
COC(=O)C(C(=O)OC)C(C[N+](=O)[O-])c1ccc(OC)cc1 (centres undefined) | -2% | -12% | -8% | -1.9% | 3% | 1 | -4% | -5% | 5% | -1%
CC(C)Sc1nc(N2CCOCC2)c2c(c1C#N)CC(C)(C)N(C)C2 | -8% | -41% | -4% | -0.4% | ? | 19 | 3% | 3% | -1% | 2%
O=C(NCCO)c1cccc2c1-c1ccccc1C2=O | 0% | 12% | -2% | 0.1% | -3% | 0 | -9% | -6% | 0%[46.1 µM] | 0%
COc1cccc(/C=C2\CCC(C3CCCC3)C2=O)c1OC (centres undefined) | 0% | 13% | ? | -0.4% | 0% | 4 | ? | ? | 2% | 31%
O=C(CSc1nc(=O)n(CCCN2CCOCC2)c2c1CCCC2)Nc1ccc(F)c(F)c1 | -4% | -7% | 2% | -4.2% | nt | 7 | -8% | 3% | 0% | -4%
CSc1ncccc1C(=O)OCC(=O)N(C)c1c(N)n(Cc2ccccc2)c(=O)[nH]c1=O | -2% | -10% | -5% | 0.1% | nt | -1 | -4% | 18% | 4% | 0%
O=C(Nc1ccccc1)OC1CCC2CC1CCC2OC(=O)Nc1ccccc1 (centres undefined) | -1% | -13% | -81% | 0.4% | -1% | ? | 17% | ? | 0%[46.1 µM] | -4%
COc1ccc(OC)c(NC(=O)CC2SC(=N)N(c3ccccc3)C2=O)c1 (centres undefined) | -2% | 25% | -17% | 0.0% | 2% | 2 | -1% | 11% | 5% | 1%
O=C(CCN1C(=O)/C(=C/C=C/c2ccccc2)SC1=S)Nc1nccs1 | -1% | 13% | -3% | 0.1% | ? | -1 | 2% | -12% | -3% | 8%
O=C(Nc1nnc(CC(=O)N2CCOCC2)s1)c1cccs1 | -1% | 7% | -5% | 0.1% | -5% | -16 | -2% | 15% | 2% | 1%
COc1cc(CCC(N)c2cccc(O)c2)cc(OC)c1OC (centres undefined) | -4% | 10% | -15% | nt | nt | nt | nt | nt | 6% | nt
O=C1C=C(O)c2cccc(O)c2C1=O | -2% | 12% | -5% | -0.5% | ? | -4 | 4% | ? | 3% | -11%
COCCN1C(=O)c2ccccc2C(C(=O)NCCCN2CCCC2=O)C1c1c[nH]c2ccccc12 (centres undefined) | -2% | 14% | -9% | -0.7% | 8% | -1 | 5% | 1% | -2%[46.1 µM] | -4%
CN(C(=O)c1cccc(NC(=O)Cc2ccc(NC(=O)C3CCN(C(=O)C4CCCCC4)CC3)cc2)c1)C1CC1 | 9% | 17% | 14% | nt | nt | nt | nt | nt | -2% | nt
CCCc1c(C)[nH]c2ccc(C(=O)O)cc2c1=S | -2% | -12% | 10% | -1.5% | -10% | -7 | 1% | 5% | -7% | 30%
COc1ccc(CC(=O)OCC(=O)NCc2ccco2)cc1 | -3% | -10% | 6% | 0.0% | nt | -2 | -2% | -2% | 5% | 9%
CCc1nnc(NS(=O)(=O)c2ccc(NC(=S)NC(=O)c3ccc(OC)c(OC)c3)cc2)s1 | 0% | -37% | -11% | 0.1% | -9% | -10 | -13% | 2% | -1%[46.1 µM] | -9%
CCC(C)NC(=O)c1c(N)n(/N=C/c2ccccn2)c2nc3ccccc3nc12 (centres undefined) | -9% | 11% | -62% | -0.5% | 79%[activator] | ? | 6% | ? | 9% | -2%
CCN1CCN(c2ncnc3sc4c(c23)CCC(C)C4)CC1 (centres undefined) | -6% | 8% | -24% | 0.0% | 4% | -1 | -3% | 13% | -12% | 6%
COc1ccc(C(F)(F)F)cc1N/C=C\c1nnnn1-c1ccc(C)cc1 | -6% | 15% | -16% | 0.2% | 2% | -1 | -4% | -1% | 5% | 7%
CCCn1c2c(c(O)c(C(=O)Nc3ncccc3C)c1=O)CCCC2 | -1% | -16% | -1% | 0.2% | -18% | 7 | -13% | 7% | -8% | 10%
CCOC(=O)C1=C(C)N=c2sc(=C(C)C)c(=O)n2C1c1ccc(N(C)C)cc1 (centres undefined) | 10% | 5% | 0% | nt | nt | nt | nt | nt | -5% | nt
Cc1ccc(Cl)cc1NC(=O)Nc1cccs1 | 0% | -46%[inhibitor] | -60% | -0.1% | -2% | 0 | 1% | ? | 10% | 0%
CC1CCN(C(=O)CCS(=O)(=O)c2cc3c(cc2Cl)NC(=O)CO3)CC1 | -1% | -10% | -1%&21% | 0.1% | nt | 12 | 4% | 8% | 9% | -5%
Cc1cc(C)cc(OCC(=O)NNC(=O)CCC(=O)NCc2ccccc2)c1 | -6% | 18% | 9% | 5.7% | 6% | -1 | 1% | 0% | -3%[46.1 µM] | -2%
CC(C)c1ccc(/C=C2\Oc3c(ccc(O)c3CN3CCN(C)CC3)C2=O)cc1 | ? | -50%[inhibitor] | -1% | 0.5% | -1% | 11 | 10% | -2% | -3% | 1%
Cc1ccc(S(=O)(=O)N2CCC(NC(=O)c3ccccc3)CC2)cc1 | 0% | -4% | -9% | 0.1% | -15% | -6 | 2% | ? | 7% | 2%
O=C(Nc1c[nH]c(=O)[nH]c1=O)c1ccc([N+](=O)[O-])cc1 | -1% | 20% | -2% | -0.3% | -16% | 0 | 5% | 6% | -7% | 0%
COc1cc([N+](=O)[O-])ccc1NC(=O)CN1C(=O)NC2(CCCCC2C)C1=O (centres undefined) | -6% | 5% | -5% | nt | nt | nt | nt | nt | 1% | nt
CCCCOCCCNC(=O)Cc1ccccc1OC | 1% | -51%[inhibitor] | 0% | 0.5% | 3% | 4 | -1% | -5% | 1% | 2%
O=C(N/N=C/C=C/c1ccc([N+](=O)[O-])cc1)C1COc2ccccc2O1 (centres undefined) | 0% | -7% | -11% | -0.8% | 10% | 6 | ? | ? | 7%[46.1 µM] | -8%
O=C1C=C(c2ccccc2)CCC1 | 0% | 0% | 24% | -0.5% | 17% | -2 | ? | -7% | 2% | -6%
COc1ccc(C(C(=O)NC2CCCCC2)N(Cc2cccnc2)C(=O)c2snc(C(N)=O)c2N)cc1 (centres undefined) | -4% | 4% | -16% | -0.4% | 3% | 7 | -2% | -9% | -1% | 6%
COCCCNC(=O)C(=O)NCC1CCCN1S(=O)(=O)c1cccs1 (centres undefined) | -3% | -4% | 3% | -0.4% | nt | -2 | -1% | 14% | 0% | 7%
